# Compound activity as filed in PubChem BioAssay.
# MT1-MMP act inh: blocks activation of human MT1-MMP. AID 651647. GFP/RFP ratio change, % at 20 µM. hit rate 0.061% among 360,000. HT1080 RFP-PRO-GFP cells, GFP/RFP ratio fluorescence, overnight; percent of plate control window, DMSO zero. P50281;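 active = GFP/RFP ratio change of at least 30% with cell ATP level not reduced by more than half and red fluorescence within 50% of control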; note: strong numbers were not always called active
#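 Test system: HT1080 cells expressing an RFP-PRO-GFP fluorescent reporter construct / Compound dosing: single-point 20 µM compound, 1% DMSO / Schedule: cells overnight before dosing, compound overnight, 37 °C, 5% CO2 / Evaluation: GFP/RFP fluorescence ratio / Control set: DMSO and RFP-L50D-GFP cell wells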
# PABP1 MLLE inh: blocks PAM2 peptide binding to the PABP1 MLLE domain | inhibition, % at 20 µM | hit rate 0.36% among 360,000 | GST-MLLE / FITC-PAM2 fluorescence polarization; in the data active = inhibition above about 35%, passing the limit was not always enough;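 note: plate controls were DMSO wells with GST-MLLE for no effect and wells lacking GST-MLLE protein for full effect; some results filed as inactive read as strong as hits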
# CendR NRP1 mod: alters CendR peptide binding to human NRP-1 | O14786 | FAM-RPARPAR peptide binding to NRP-1, fluorescence polarization | inhibition, % at 25 µM | hit rate 0.85% among 360,000 | AID 602438;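 active = inhibition or corrected inhibition above about 18%, plus a signal ratio from 0.5 to 1.5, limit read from the data, passing the limit was not always enough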; note: strong numbers were not always called active
# SKN-1 block: inhibitors of C. elegans SKN-1 | C. elegans VP596 Pgst-4::GFP/RFP ratio, acrylamide-induced, 24 h | inhibition, % at 21.8 µM | hit rate 0.49% among 360,000 | AID 624304;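 active = interference check ratio from 0.5 to 1.5 plus GFP to RFP signal ratio inhibition reaching or exceeding a fixed threshold, cut at about 30% in these data, passing the limit was not always enough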; note: some compounds called inactive have numbers as strong as hits
# E coli Lon inh: inhibits E. coli Lon protease. hit rate 0.42% among 360,000. inhibition, % at 7.94 µM. purified E. coli Lon protease, fluorescence polarization. AID 602123; in the data active = inhibition above about 13%, passing the limit was not always enough;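 note: 0% = enzyme with probe and DMSO and 100% = no enzyme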
# FAS-TE inh: blocks the thioesterase domain of human fatty acid synthase. recombinant FAS-TE, OMFH fluorogenic substrate, fluorescence endpoint. inhibition, % at 15 µM. hit rate 0.67% among 360,000;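 active = compounds whose normalised, plate-corrected inhibition of enzyme fluorescence in the single-dose primary screen is 50% or more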;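 note: 0% = DMSO with enzyme and 100% = substrate without enzyme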
# Rin1 Abl inh: blocks binding of human Rin1 to Abl | TR-FRET Rin1/Abl binding, biochemical | inhibition, % at 7.35 µM | hit rate 0.4% among 360,000 | AID 588664; in the data active = inhibition above about 5%, passing the limit was not always enough
# bovine MsrA act: activates bovine MsrA enzyme; activation, % at 10.6 µM; hit rate 0.3% among 360,000; purified bovine MsrA, absorbance read-out; in the data active = activation above about 7.5%;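 note: 0% = vehicle and 100% = reference activator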
# Neddyl block: blocks human cullin neddylation. P61081+Q13564. TR-FRET cullin neddylation, biochemical. calls only at 25 µM. hit rate 0.58% among 360,000. AID 651699; in the data active = inhibition above about 36%
# Target sequence (P61081 whole entry, looked up): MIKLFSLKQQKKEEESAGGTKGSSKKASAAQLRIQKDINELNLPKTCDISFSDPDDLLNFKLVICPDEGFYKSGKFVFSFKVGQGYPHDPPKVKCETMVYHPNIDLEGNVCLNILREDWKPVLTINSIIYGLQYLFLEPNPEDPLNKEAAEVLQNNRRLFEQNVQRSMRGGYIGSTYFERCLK
# Target sequence (Q13564 whole entry, looked up): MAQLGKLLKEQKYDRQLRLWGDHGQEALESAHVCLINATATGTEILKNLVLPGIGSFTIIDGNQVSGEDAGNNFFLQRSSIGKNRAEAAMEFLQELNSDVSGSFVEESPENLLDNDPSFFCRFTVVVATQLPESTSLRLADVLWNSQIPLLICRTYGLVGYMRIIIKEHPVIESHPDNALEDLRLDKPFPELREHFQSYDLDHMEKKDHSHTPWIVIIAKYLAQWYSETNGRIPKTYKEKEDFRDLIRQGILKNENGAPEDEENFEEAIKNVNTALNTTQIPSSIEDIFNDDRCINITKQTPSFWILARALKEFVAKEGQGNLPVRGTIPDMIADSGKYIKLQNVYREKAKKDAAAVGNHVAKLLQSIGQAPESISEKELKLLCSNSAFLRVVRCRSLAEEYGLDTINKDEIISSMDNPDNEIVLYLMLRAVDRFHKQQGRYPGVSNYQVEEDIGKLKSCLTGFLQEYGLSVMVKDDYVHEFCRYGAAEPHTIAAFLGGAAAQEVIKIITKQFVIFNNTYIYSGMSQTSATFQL
# An asterisk follows results filed as active; i = inactive; . = no result given. The list is partial. The share of hits here may be higher or lower than overall.
# Start of the data: the first 11 records, ahead of the listing:
Compound	MT1-MMP act inh	PABP1 MLLE inh	CendR NRP1 mod	SKN-1 block	E coli Lon inh	FAS-TE inh	Rin1 Abl inh	bovine MsrA act	Neddyl block
O=C(CCCc1ccc(N(CCCl)CCCl)cc1)NCc1ccccc1	-3	1	6	-2	-5	16	0	-4	i
COc1ccc(-n2cnc3cc(C(=O)N4CCC5(CC4)OCCO5)ccc32)cc1	-2	19	9	-8	-7	-8	4	-2	i
O=C(O)C1C2CCC(O2)C1C(=O)NC1CCCCC1 (stereo not given)	7	-6	-3	-6	-13	-8	2	-5	i
Clc1ccc(C(Cn2ccnc2)OCc2csc3c(Cl)cccc23)c(Cl)c1 (stereo not given)	-14	7	-7	33	9	29	-4	1	i
CN1C(=O)C(c2ccccc2)C(=O)N(C)C1=O	-2	-2	-3	-11	-11	-5	-2	-2	i
CC(Cc1ccccc1)NC(=O)Cc1ccc([N+](=O)[O-])cc1 (stereo not given)	3	0	13	15	-13	47	1	-1	i
Nc1ccccc1C(=O)OCCc1ccccc1	0	12	-16	7	0	22	2	-1	.
O=C(c1cccn2c(=O)c3cc(Cl)ccc3nc12)N1CCC2(CC1)OCCO2	2	14	7	3	-5	0	-3	-6	.
CC1CN=C(Nc2ccc(N(C)C)cc2)S1 (stereo not given)	6	-41	-4	12	-4	-59	-1	-1	i
CCOC(=O)C(NC(C)=O)C(OC(C)=O)c1cccc(N(CCCl)CCCl)c1 (stereo not given)	2	5	-1	15	-8	-1	0	-1	i
Cn1ccnc1P(=S)(c1nccn1C)N1CCOCC1	0	37*	-9	-3	2	-7	0	-3	i

# The listing, from the first entry:
Compound	MT1-MMP act inh	PABP1 MLLE inh	CendR NRP1 mod	SKN-1 block	E coli Lon inh	FAS-TE inh	Rin1 Abl inh	bovine MsrA act	Neddyl block
O=C(CCCc1ccc(N(CCCl)CCCl)cc1)NCc1ccccc1	-3	1	6	-2	-5	16	0	-4	i
COc1ccc(-n2cnc3cc(C(=O)N4CCC5(CC4)OCCO5)ccc32)cc1	-2	19	9	-8	-7	-8	4	-2	i
O=C(O)C1C2CCC(O2)C1C(=O)NC1CCCCC1 (stereo not given)	7	-6	-3	-6	-13	-8	2	-5	i
Clc1ccc(C(Cn2ccnc2)OCc2csc3c(Cl)cccc23)c(Cl)c1 (stereo not given)	-14	7	-7	33	9	29	-4	1	i
CN1C(=O)C(c2ccccc2)C(=O)N(C)C1=O	-2	-2	-3	-11	-11	-5	-2	-2	i
CC(Cc1ccccc1)NC(=O)Cc1ccc([N+](=O)[O-])cc1 (stereo not given)	3	0	13	15	-13	47	1	-1	i
Nc1ccccc1C(=O)OCCc1ccccc1	0	12	-16	7	0	22	2	-1	.
O=C(c1cccn2c(=O)c3cc(Cl)ccc3nc12)N1CCC2(CC1)OCCO2	2	14	7	3	-5	0	-3	-6	.
CC1CN=C(Nc2ccc(N(C)C)cc2)S1 (stereo not given)	6	-41	-4	12	-4	-59	-1	-1	i
CCOC(=O)C(NC(C)=O)C(OC(C)=O)c1cccc(N(CCCl)CCCl)c1 (stereo not given)	2	5	-1	15	-8	-1	0	-1	i
Cn1ccnc1P(=S)(c1nccn1C)N1CCOCC1	0	37*	-9	-3	2	-7	0	-3	i
CCCNC(=O)N1[C@H]2CC[C@@H]1C(C(=O)OC)=C(c1ccc(F)cc1F)C2	1	5	32*	-12	4	-5	3	0	i
O=[N+]([O-])c1nccn1CC(O)CN1CC1 (stereo not given)	-2	-1	-2	-2	3	-6	0	-14	i
CN1CCN(c2ccc(C=O)cc2)CC1	2	0	4	-30	-12	-12	5	-17	i
CN1CCN(c2nccc3c2ncn3C)CC1	-4	0	14	18	-4	-2	3	1	i
Cc1cccc(OCC(=O)N2CCN(Cc3ccncc3)CC2)c1	1	10	6	-1	2	-10	-1	0	i
CCOP(=O)(OCC)C(CC)N1CCOCC1 (stereo not given)	-3	14	-7	34	3	-4	-4	-2	i
CCOC(=O)C1(c2ccccc2)CCN(CC(O)c2ccc(NC(C)=O)cc2)CC1 (stereo not given)	1	-13	4	-7	0	-8	2	-2	i
CC(=O)CC(=O)C1C(=O)N(C)C(=O)N(C)C1=O	-1	-1	-4	-9	6	-7	-3	-8	i
CCOP(=O)(OCC)C(O)c1ccc(OC)cc1 (stereo not given)	3	12	6	24	3	-1	0	-4	i
Cc1ccc2c(CN3CC=C(c4ccccc4)CC3)cc(=O)oc2c1C	-1	-13	-10	-14	-7	2	-2	-3	i
COc1cccc(C(=O)N2CCC3(CC2)OCCO3)c1	1	6	10	-2	7	-5	-4	-4	i
O=C(CCN1CC2CCC(CC2)C1)c1cccs1	2	30	-1	6	-3	-3	-1	-4	i
CCC1(C(=O)c2ccc(C)cc2)C2c3ccccc3OC(=O)C21C(=O)O (stereo not given)	-5	3	-1	2	-7	-5	-2	0	i
CC/C(=N\N1CCCCCC1)c1c(O)n(-c2ccccc2C)c(=O)[nH]c1=O	-2	-15	3	7	2	-6	-1	0	i
CCc1ccc(NC2=NCCCS2)cc1	7	15	8	-4	-2	-2	-3	-3	i
C[N+](C)(C)CC1CCCC(C[N+](C)(C)C)C1=O (stereo not given)	-3	-138	6	15	-3	-3	2	-3	i
CCC(CO)(C(=O)OC1C[N+]2(C)CCC1CC2)c1ccccc1 (stereo not given)	-4	-35	-1	0	0	-4	0	-2	i
CC(=O)c1ccc(OC(NC(=O)Cc2ccccc2)C(Cl)(Cl)Cl)cc1 (stereo not given)	-3	5	13	3	0	11	-3	-2	i
CCOc1cc(-c2nc3c(C)cccn3c2NCC2CCCO2)ccc1O (stereo not given)	-5	4	-6	-6	0	-7	-5	-8	.
COc1ccc(NC(=O)CN(C)C(=O)CSC(c2ccccc2)c2ccccc2)cc1	6	-36	6	21	-5	13	-2	2	i
CC(C)CCn1c(N)c(C(=O)OCC2CCCO2)c2nc3ccccc3nc21 (stereo not given)	-32	0	-3	10	24	6	-1	-1	.
CN(C)c1ccc(/C=C2\CC3C4CC=C5CC(O)CCC5(C)C4CCC3(C)C2=O)cc1 (stereo not given)	-5	14	-2	8	7	4	-4	-1	i
Cn1c(O)c(C=NCCCNC2CCCCC2)c(=O)n(C)c1=O	6	-6	12	-18	-7	-2	2	-2	i
CCn1c(O)c(N=Nc2ccc(S(=O)(=O)N3CCOCC3)cc2)c(=O)n(CC)c1=S	-1	8	10	-5	-5	22	-2	-3	i
CC(CO)(CO)N=Cc1c(O)n(-c2cccc3ccccc23)c(=O)[nH]c1=O	-4	-17	-19	-1	-12	-3	0	-2	i
COc1ccc(C(c2nnnn2-c2ccc(OC)cc2)N2CCC(n3c(=O)[nH]c4ccccc43)CC2)cc1 (stereo not given)	-7	4	3	-12	10	25	3	-2	i
CC(=NCc1ccc2c(c1)OCO2)c1c(O)n(C)c(=O)n(C)c1=O	-2	-2	-7	-7	1	2	2	-2	i
CC/C(=N\N1CCN(C)CC1)c1c(O)[nH]c(=O)[nH]c1=O	2	13	1	10	6	-7	-3	-2	i
CNC(=O)c1cccn(Cc2cc(C(F)(F)F)cc(C(F)(F)F)c2)c1=O	0	9	7	7	10	-1	4	-2	i
CC(=O)C1CCC2C3CCC4CC(O)CCC4(C)C3C(=O)CC12C (stereo not given)	-3	8	12	15	-10	-2	2	-3	i
CCCCCCn1c(O)c(C=NCCCn2ccnc2)c(=O)[nH]c1=O	-39	-119	-200	4	-104	-10	-2	-2	i
COc1ccccc1Oc1c(C)oc2cc(OC(=O)N(C)C)ccc2c1=O	2	19	-8	4	4	-9	1	-2	i
COc1ccc(NP(=O)(Oc2cccc(C)c2)Oc2cccc(C)c2)cc1OC	2	-6	-8	-11	2	18	1	0	i
C=CC1CN2CCC1CC2[C@@H](OC(=O)c1ccc(OC)cc1)c1ccnc2ccccc12 (stereo not given in full)	-5	13	8	16	15	0	1	-5	i
NC(=O)c1cc([N+](=O)[O-])cc([N+](=O)[O-])c1	-1	-3	20	-4	0	-2	-1	3	i
CN1CCN(Cc2ccc(OC(F)(F)F)cc2)CC1	0	9	-13	1	3	-4	-1	0	i
CN(C)CCn1cnc2ccccc21	3	0	4	-9	5	-8	0	-2	i
COc1ccc(-c2nc3ccc(C(=O)N4CCC5(CC4)OCCO5)cc3nc2-c2ccc(OC)cc2)cc1	-11	9	-1	20	-5	16	4	-11	.
CC1C2Cn3c(nc4ccccc43)C1N(C)O2 (stereo not given)	1	7	25	2	-4	-11	1	-2	i
COc1cc(CN2CCN(C(=O)Cc3ccccc3)CC2)cc(OC)c1OC	-1	-8	15	2	12	-4	5	-5	i
COC(=O)C1=C(c2ccc(C(C)=O)cc2)C[C@@H]2CC[C@H]1N2C(=O)N1CCCCC1	1	-3	-3	-1	-11	-12	2	0	i
O=c1[nH]c(=O)n(-c2cccc3ccccc23)c(O)c1C=NCc1ccc2c(c1)OCO2	-3	-3	-5	0	3	2	2	2	i
CC1CCC(C(C)C)C(OC(=O)COC(=O)c2ccccc2N)C1 (stereo not given)	-4	3	-7	-3	4	40	1	-4	.
CN1CC(C(=O)c2ccc(Cl)cc2)C(c2ccccc2)C1 (stereo not given)	-2	2	4	21	-1	-1	0	-2	i
CCOc1ccc(Br)c(C2(O)CC(C)N(C)CC2C)c1 (stereo not given)	-16	12	14	-16	-5	-4	6	-12	i
Cc1cccc(-n2c(C)nc3ccc(Cl)cc3c2=O)c1	-2	-3	19	-10	1	1	3	-5	i
COC(=O)C1=C(c2cccc(OCc3ccccc3)c2)C[C@@H]2CC[C@H]1N2C(=O)NCc1ccccc1OC	-1	-12	13	17	-9	13	1	-10	i
C[C@]12CCC3C(CC[C@H]4C[C@H](O)CC[C@]34C)C1C[C@H](O)[C@@H]2O (stereo not given in full)	-4	-4	2	-6	-1	-4	-1	-3	i
CN1C(=O)CC(c2ccccc2)Nc2ccccc21 (stereo not given)	6	-3	6	5	5	-5	-1	-2	i

# Later entries.
Compound	MT1-MMP act inh	PABP1 MLLE inh	CendR NRP1 mod	SKN-1 block	E coli Lon inh	FAS-TE inh	Rin1 Abl inh	bovine MsrA act	Neddyl block
Cc1ccc(OCC(=O)Nc2ccc(Cl)cc2C(=O)c2ccccc2)cc1	3	2	-6	5	-1	2	-1	0	i
CN1CCN(S(=O)(=O)c2cnc(Cl)c(Br)c2)CC1	4	6	2	-3	-8	-10	2	-3	i
CCCCCn1c(=O)c(C(=O)Nc2ccccc2C)c(O)c2ccccc21	1	9	-1	1	-1	14	-3	-3	i
C=CCNC(=S)N1Cc2ccccc2-n2nncc2C1	1	-106	0	-3	-4	-8	-2	-4	i
Cc1ccc2c(c1)CC1(CN2C)C(=O)NC(=O)N(CCc2ccccc2)C1=O (stereo not given)	-2	-5	-7	0	-13	1	0	-9	i
C[C@]12CC[C@@H](O)C[C@@H]1CC[C@@H]1[C@@H]2CC[C@]2(C)C(=O)CC[C@@H]12	4	-13	-5	-4	5	3	0	0	i
CN1CCc2nc(SCc3ccccc3Br)c(C#N)cc2C1	-7	-24	-13	-4	-10	54*	1	-2	i
c1ccc2c3c([nH]c2c1)C1(CCNCC1)NCC3	3	-5	-3	-10	8	-5	-2	-10	i
S=C1CN=C(c2ccccc2Cl)c2cc(Cl)ccc2N1	1	29	14	21	0	-5	-1	-3	i
